KOR beta-arrestin-1: KOR antagonists, beta-arrestin recruitment, cell-based, luminescence, uHTS (AID 1778); KOR beta-arrestin recruitment, luminescence, antagonist mode; higher % means a stronger effect; one-dose inhibition, % at 10 µM; IC50 in µM for titrated hits; 290,000 tested, 0.091% active; further: strong numbers were not always called active
GPR55 activation: GPR55 agonists via beta-arrestin recruitment, primary screen, imaging, U2OS cells, beta-arrestin-GFP redistribution (AID 1961). U2OS GPR55 beta-arrestin-GFP redistribution imaging; higher % means a stronger effect. activation, % at 10 µM; hits with a dose series show EC50 in µM. 290,000 tested, 0.048% active;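 active means activation above 40% with more than 50 cells counted in the well; inconclusive means wells holding fewer than 50 cells, flagged as toxic or sparse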;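 further: U2OS osteosarcoma cells stably expressing GPR55 and beta-arrestin-GFP; plate controls were DMSO negative control for no effect and LPI positive control for full effect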
P. falciparum M17LAP: P. falciparum M17LAP inhibitors, primary screen, biochemical, fluorogenic H-Leu-NHMec substrate, 1536-well (AID 1619). 220,000 tested, 0.38% active. inhibition, % at 30 µM; hits with a dose series show IC50 in µM. recombinant M17LAP, H-Leu-NHMec fluorogenic kinetic assay; higher % means a stronger effect;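 active means compound inhibiting the enzyme by more than half at any dose during confirmatory dose-response retesting; inconclusive means strong single-dose inhibitors picked by rank but not retested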;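 further: plate controls were full reaction with DMSO carrier for no effect and no enzyme background for full effect; strong numbers were not always called active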
KOR beta-arrestin-2: kappa opioid receptor activators – cell-based, luminescence, uHTS, primary screen (AID 1777); KOR beta-arrestin recruitment, luminescence; higher % means a stronger effect; activation, % at 10 µM, or EC50 in µM where a hit was titrated; 280,000 tested, 0.02% active; in the data active means activation above about 50%, passing the limit was not always enough; further: a part of the inactive calls stands beside numbers as strong as those of hits
P. falciparum M1AAP: P. falciparum M1AAP inhibitors, biochemical, fluorogenic H-Leu-NHMec substrate, 1536-well (AID 1445); recombinant M1AAP, H-Leu-NHMec fluorogenic kinetic assay; higher % means a stronger effect; inhibition, % at 30 µM; hits with a dose series show IC50 in µM; 220,000 tested, 0.42% active;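 active means primary inhibition above the hit cutoff, then over 50% inhibition at one or more dose response concentrations, cut at about 23% in these data, passing the limit was not always enough; inconclusive means conflicting primary data, or primary hits not chosen for dose response; inactive means low primary inhibition, or under 50% at every dose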;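 further: plate controls were DMSO full reaction for no effect and no enzyme background for full effect; strong numbers were not always called active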
NOD1 inhibition: inhibition of NOD1-driven NF-kB reporter – cell-based, luminescence, uHTS, primary screen (AID 1578); 290,000 tested, 1% active; NOD1-driven NF-kB luciferase reporter cells, luminescence; higher % means a stronger effect; inhibition, % at 4 µM, or EC50 in µM where a hit was titrated; in the data active means inhibition mostly above about 36%, no sharp cut-off; inactive means mostly below about 34%;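 further: HEK-293T reporter cells stimulated with the NOD1 agonist gamma-tri-DAP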
Dynein transport: blocks dynein driven cargo transport along microtubules; 3617.4 mouse cells, GR-EGFP nuclear translocation imaging; test concentration mostly 20 µM; stimulated with dexamethasone, 1 µM; hits give low values; z-score, hits read low; 220,000 tested, 0.47% active; AID 1381;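 active means plate z-score of nuclear minus cytoplasmic receptor signal below a set negative limit, without overly bright fluorescence or cell loss, cut at about -3.5 in these data, passing the limit was not always enough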;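 further: z-score of nuclear minus cytoplasmic ring GR-EGFP intensity difference per well; some compounds called inactive have numbers as strong as hits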
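Schedule: 48 h induction, then 1 h compound, then 30 min agonist, 37 °C. Buffer or medium: tetracycline-free induction medium containing charcoal-stripped FBS. Reagent: 1.0 µM final dexamethasone stimulus. Evaluation: nuclear versus cytoplasmic GR-EGFP signal, averaged per well. Signal: high-content fluorescence imaging after fixation.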
NOD2 inhibition: NOD2 signaling inhibitors, cell-based, luminescence, uHTS, HEK293 (AID 1566) | HEK293 NOD2/NF-kB luciferase reporter, luminescence; higher % means a stronger effect | 290,000 tested, 0.63% active | inhibition, % at 4 µM, or EC50 in µM where a hit was titrated; further: many of its hits are not listed in these tables
AID2073: inhibitors of Mint1-CaV2.2 protein interaction, biochemical, HTRF (AID 2073); 290,000 tested, 0.19% active; inhibition, % at 20 µM; hits with a dose series show IC50 in µM; HTRF protein-protein interaction, Mint1-CaV2.2; higher % means a stronger effect; in the data active means inhibition mostly above about 51%, no sharp cut-off; inconclusive means no clear call, values can overlap the other calls; inactive means mostly below about 53%; further: some results filed as inactive read as strong as hits
Dynein transport cytoplasmic EGFP: also measured in Dynein transport; calls as there; z-score; measured here: cytoplasmic GR-EGFP intensity; hits give high values
Dynein transport nuclear GR-EGFP: recorded beside Dynein transport, whose call it bears; z-score; measured here: nuclear GR-EGFP intensity;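 lower value marks the stronger effect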
Dynein transport cell count: also measured in Dynein transport; calls as there; z-score; measured here: cell count per field
* = called active by the depositor; ? = inconclusive; . = no result given; [ ] = dose if it differs, or a comment. Unless noted, no stated cut-off is given here; in the data, active means inhibition above about 50%; inactive means the rest.

Results follow in this order: KOR beta-arrestin-1	GPR55 activation	P. falciparum M17LAP	KOR beta-arrestin-2	P. falciparum M1AAP	NOD1 inhibition	Dynein transport	Dynein transport cytoplasmic EGFP	Dynein transport nuclear GR-EGFP	Dynein transport cell count	NOD2 inhibition	AID2073
O=C(O)CCN1C(=O)c2ccc(NC(=O)CSCc3ccccc3)cc2C1=O
→ 15%	0.3%	28%	-2.7%	5%	-19%	1.3	-0.23	0.76	-1	15%	12%
O=C(/C=C/c1ccc(Cl)cc1)NC(=S)NN1CCCCC1c1cccnc1 (centres undefined)
→ 24%	0.0%	0%	5.9%	7%	-19%	1	-0.24	0.63	-0.27	8%	-14%
CC(=O)Nc1ccc(NC(=O)c2nccnc2C(=O)O)cn1
→ 2%	-0.1%	.	3.2%	.	-12%	.	.	.	.	-21%	6%
C/C(=N\S(=O)(=O)c1ccc(C)cc1)N(C)C
→ -18%	0.6%	-4%	-3.0%	1%	5%	0.65	-0.32	-0.1	-0.31	23%	30%
Cc1cc(C)n(-c2ccc(F)cc2)c(=O)c1C#N
→ 0%	-0.1%	-4%	-7.2%	4%	-39%	-0.41	-0.27	0.018	-0.52	15%	-1%
O=C(O)c1cccc(S(=O)(=O)Nc2ccc3c(c2)CCC3)c1
→ -24%	0.3%	.	0.4%	.	-30%	.	.	.	.	-2%	2%
Clc1ccc(OCc2nn3c(-c4ccco4)nnc3s2)c(Cl)c1
→ 9%	-0.2%	12%	0.0%	-12%	-20%	-0.2	-0.2	-0.0015	0.31	-3%	2%
CC(=O)c1cccc(NC(=O)c2cc3nc(C)cc(C)n3n2)c1
→ 17%	0.0%	22%	2.8%	8%	.	1.7	-0.2	0.89	-1.6	-35%	13%
O=C1OCC/C1=C\c1ccc(O)cc1
→ 11%	0.3%	0%	-0.4%	4%	-7%	-0.95	-0.25	-0.5	1.1	13%	?
Cc1cc(NC(=O)CCC(=O)N(CC(=O)NCC2CCCO2)c2ccccc2C)no1 (centres undefined)
→ 4%	0.1%	5%	2.7%	7%	-9%	-0.23	-0.12	-0.17	0.74	8%	5%
CC(C)OC(=O)CC(NC(=O)OC(C)(C)C)c1ccccc1 (centres undefined)
→ -18%	-0.3%	10%	0.8%	11%	-36%	-0.84	-0.29	0.14	0.25	-8%	-1%
Cc1nn(C)cc1S(=O)(=O)Nc1ccc(F)c(F)c1
→ 9%	-0.2%	.	-0.4%	.	-49%	.	.	.	.	14%	6%
COc1ccc(OC)c(C2C(C#N)=C(N)Oc3cc(N)ccc32)c1 (centres undefined)
→ -13%	-0.2%	-6%	8.3%	4%	-8%	0.97	-0.044	1.4	-0.89	-20%	-6%
COc1ccccc1-c1coc2c(CN3CCCC(C)C3)c(O)ccc2c1=O (centres undefined)
→ 0%	1.1%	.	-3.5%	.	3%	.	.	.	.	19%	48%
O=C(CC1C(=O)NCCN1C(=O)Nc1ccc(F)cc1)Nc1ccc(F)cc1 (centres undefined)
→ 13%	-0.2%	1%	1.8%	3%	-13%	-0.65	-0.22	0.49	0.35	-6%	-22%
Cc1nc(Sc2ccc(Br)cc2)c(C#N)c(C)c1[N+](=O)[O-]
→ 1%	0.0%	-6%	-1.8%	-8%	.	-2.5	0.063	-1.4	1.1	.	-6%
Cc1ccc2nc(N3CC(C)OC(C)C3)nc(-c3ccccc3)c2c1 (centres undefined)
→ -28%	-0.2%	.	0.3%	.	2%	.	.	.	.	-1%	13%
CC(C)CNC(=O)COc1ncnc2ccccc12
→ -4%	0.3%	14%	3.2%	2%	-9%	-0.85	0.07	-0.2	0.3	-2%	4%
S=c1[nH]nc(-c2ccc(Br)cc2)n1Cc1ccco1
→ 30%	-0.4%	-10%	-4.2%	4%	-26%	-1	0.14	-0.13	0.55	-10%	4%
Cc1ccsc1/C=N/NC(=S)NCCc1ccccc1
→ -13%	-0.4%	5%	2.8%	7%	-7%	-0.74	-0.24	-0.21	0.63	-22%	-3%
Cc1cc(SCC(=O)N(C)c2c(N)n(Cc3ccccc3)c(=O)[nH]c2=O)nc2ccccc12
→ -20%	0.2%	3%	-3.4%	3%	-30%	-0.41	-0.25	-0.23	0.6	-47%	6%
Cn1ncc(C#N)c1/N=C/N1CCCCCC1
→ -15%	-0.2%	7%	-0.3%	8%	.	-0.58	0.078	-0.069	0.22	8%	7%
CCN(c1ccccc1)S(=O)(=O)c1ccc2c(c1)CC(C)N2C(=O)C1CC1 (centres undefined)
→ 12%	-0.2%	.	6.0%	.	-13%	.	.	.	.	2%	-4%
COc1ccc(C2=NN(CN3C(=O)C(=O)c4ccccc43)C(c3ccc(C)cc3)C2)cc1 (centres undefined)
→ -46%	0.0%	2%	1.8%	2%	8%	-0.17	0.16	0.25	-0.082	-25%	15%
COc1cc2c(cc1OC)C(c1ccc(SC)cc1)CC(=O)N2 (centres undefined)
→ -1%	0.0%	.	0.2%	.	0%	.	.	.	.	17%	14%
CC(=O)C1=C(C)NC(SCC(=O)c2ccc(C)cc2)=C(C#N)C1c1ccco1 (centres undefined)
→ 36%	0.3%	16%	2.7%	11%	-32%	-0.81	3	0.42	1.9	14%	12%
COc1ccccc1OCCCCN1CCN(C(c2ccccc2)c2ccccc2)CC1
→ -27%	-0.1%	5%	4.4%	4%	-4%	0.87	-0.23	-0.039	-0.63	3%	-1%
COc1ccc(S(=O)(=O)Nc2ccc(O)c(Sc3nc4ccccc4s3)c2)cc1
→ 0%	0.2%	-7%	3.5%	5%	52%	0.98	-0.24	0.49	-1.1	-17%	-16%
O=C(NNC(=O)c1ccc2ccccc2c1O)c1cccs1
→ 15%	-0.1%	.	-0.3%	.	-22%	.	.	.	.	-16%	3%
Cc1ccc(NC(=O)c2cnccn2)c(Br)c1
→ -32%[20 µM]	-0.3%	.	-1.6%	.	-65%	.	.	.	.	-32%	5%
COC(=O)c1cn(NC(=O)/C=C/c2ccc(OC)c(OC)c2)c(=O)c2ccccc12
→ -37%	-0.1%	-3%	-3.5%	4%	-17%	-0.087	-0.097	-0.069	0.027	2%	15%
Cc1cc(C)cc(NC(=O)CN2CCc3cc4c(cc3C2C)OCCCO4)c1 (centres undefined)
→ -30%	-0.1%	.	4.5%	.	-1%	.	.	.	.	14%	6%
Clc1ccc(C2NCCc3sccc32)cc1 (centres undefined)
→ -28%[20 µM]	-0.1%	-3%	-1.5%	-2%	-29%	-0.59	-0.34	-0.32	-0.25	-36%	6%
Cc1ccc(S(=O)(=O)N2CCN(Cc3ccccc3)CC2)cc1
→ -11%	0.3%	.	2.8%	.	-7%	.	.	.	.	-2%	17%
O=C(NCCCCc1ccccc1)C1CC(c2ccccc2C(F)(F)F)=NO1 (centres undefined)
→ 39%	-0.2%	-2%	-4.7%	1%	-4%	0.31	-0.53	0.24	0.18	4%	4%
O=C(COC(=O)/C=C/c1cccc(F)c1)Nc1ncccn1
→ 11%	1.0%	5%	-0.5%	0%	-2%	2	0.32	2.1	-1.8	-2%	1%
Cc1nc2cc(C(=O)OCC(=O)N(CC(C)C)C3CCS(=O)(=O)C3)ccc2n1-c1ccccc1 (centres undefined)
→ 4%	0.0%	-12%	-2.3%	1%	0%	-0.043	-0.23	-0.12	0.22	1%	2%
CC(C)CCOC(=O)C1[C@H]2C(=O)N(Cc3cccs3)C[C@]23C=C[C@H]1O3 (some centres undefined)
→ 24%	-0.2%	4%	-2.3%	2%	0%	0.4	-0.23	0.38	0.47	3%	-4%
Cc1nc2c(oc3ccc(Cl)cc32)c(=O)[nH]1
→ -16%	-0.1%	1%	1.8%	2%	-2%	0.086	-0.23	0.46	0.74	8%	17%
CC(=O)CCc1oc2ccc(C)cc2c1-c1ccccc1
→ 16%	-0.1%	0%	-2.1%	2%	-12%	2.5	-0.1	1.3	-2.1	-5%	18%
COc1cccc(S(=O)(=O)N2CCN(C(=O)c3ccco3)CC2)c1
→ -14%[20 µM]	0.8%	-2%	1.9%	-3%	11%	-0.11	-0.27	-0.062	0.09	-3%	6%
CC(C)c1ccc(N(C(=O)c2csnn2)C(C(=O)NC(C)(C)C)c2ccncc2)cc1 (centres undefined)
→ -10%	-0.3%	-12%	0.9%	-4%	-1%	2.1	-0.17	1.8	-1.5	-18%	4%
O=C(Nc1cccc(C(F)(F)F)c1)c1ccc2nc(-c3ccco3)c(-c3ccco3)nc2c1
→ -22%	-0.1%	14%	6.2%	24%*	2%	-1.1	1.8	-0.22	-1.7	-4%	41%
COc1cccc(-c2cc(=O)c3cc(NC(=O)c4ccc(N(C)C)cc4)ccc3[nH]2)c1
→ -76%	0.3%	18%	3.7%	2%	-32%	0.23	-0.33	0.4	0.64	-60%	?
CCCCNC(=O)COC(=O)c1cc(Br)ccc1Cl
→ -33%	0.2%	9%	0.5%	2%	-26%	0.13	-0.27	-0.043	0.16	-2%	18%
O=C(NCCCN1CCOCC1)c1cc(-c2ccc3c(c2)OCO3)nc2ccccc12
→ 3%	-0.1%	19%	3.2%	5%	-27%	0.35	-0.11	0.47	-0.35	-11%	2%
CC1CCCCN1Cc1c(O)ccc2c(=O)c(-c3nc4ccccc4s3)c(N)oc12 (centres undefined)
→ -2%	0.6%	4%	-0.4%	17%	1%	-0.77	-0.32	-0.6	0.74	6%	10%
CCCCCCC(=O)c1c(C)[nH]c(C(=O)OCC)c1C
→ 30%	0.3%	6%	-1.9%	10%	-28%	1.4	-0.24	1.4	2	-32%	-5%
COc1cc(CC(=O)Nc2sccc2C(N)=O)cc(OC)c1OC
→ -29%	-0.3%	-4%	8.3%	?	5%	0.95	-0.18	0.41	-0.42	0%	3%

Look-ups from the results shown:
KOR beta-arrestin-2 result of COc1cccc(S(=O)(=O)N2CCN(C(=O)c3ccco3)CC2)c1 : 1.9%
NOD1 inhibition result of CC(C)c1ccc(N(C(=O)c2csnn2)C(C(=O)NC(C)(C)C)c2ccncc2)cc1 (centres undefined) : -1%

Screens: PubChem, several laboratories

A portion of the library. The share of hits here may be higher or lower than overall.
